TRHR PAM – TRH receptor (human) allosteric enhancement; P34981; TRHR cells, fluo-8 calcium fluorescence, EC20 TRH enhancement; enhancement, % at 2 µM; 0.66% of 360,000 active; AID 493056; in the data active means enhancement above about 30%; further: 0% is about no effect
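TRHR-expressing cells loaded with fluo-8 calcium dye were read kinetically (ex 480/em 530) during compound addition, then stimulated with an EC20 of TRH (10 nM final). Enhancement of the Gq-mediated intracellular calcium response was scored.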
D2 antag – antagonizes the human D2 dopamine receptor; 2% of 340,000 active; P14416; HEK293 TREx D2 cells, calcium flux, dopamine EC80; AID 485344; inhibition, % at 10 µM; in the data active means inhibition above about 30%; further: 0% is about no effect
Target sequence (P14416 whole entry, looked up): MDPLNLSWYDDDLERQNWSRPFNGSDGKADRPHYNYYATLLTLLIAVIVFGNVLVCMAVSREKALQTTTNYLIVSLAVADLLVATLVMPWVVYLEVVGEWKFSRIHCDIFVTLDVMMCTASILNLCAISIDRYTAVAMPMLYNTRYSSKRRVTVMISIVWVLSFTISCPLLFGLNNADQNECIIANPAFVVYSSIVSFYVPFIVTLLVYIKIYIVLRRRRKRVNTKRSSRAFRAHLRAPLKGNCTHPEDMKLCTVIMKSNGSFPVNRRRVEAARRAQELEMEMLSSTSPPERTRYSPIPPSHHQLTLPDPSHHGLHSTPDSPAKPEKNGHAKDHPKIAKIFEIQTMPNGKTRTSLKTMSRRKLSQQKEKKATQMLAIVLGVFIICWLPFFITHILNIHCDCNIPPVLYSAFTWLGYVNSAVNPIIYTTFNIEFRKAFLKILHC
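Compounds are added to dye-loaded, induced HEK293 T-REx cells coupled to calcium release via D2; after a 3 min kinetic read an EC80 dopamine stimulus is given and fluorescence is recorded for 3 more min.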
RXFP1 antag – blocks the human relaxin receptor RXFP1; Q9HBX9; HEK293-RXFP1, relaxin-stimulated cAMP HTRF, 30 min; hits give low values; activity change, negative = inhibition, % at 57.5 µM; 0.59% of 350,000 active;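 active means activity change of -60% or lower, but not beyond a set lower limit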; further: on the % scale 0 is the no-effect control and ±100 the full control effect
TRHR ag – TRH receptor (human) agonism. TRHR cells, calcium flux fluo-8, FDSS agonist mode. AID 493084. P34981. activation, % at 2 µM. 0.18% of 360,000 active; further: 0% is about no effect
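Read-out: compound-evoked intracellular calcium rise in TRHR cells, fluo-8 dye, kinetic FDSS fluorescence at 1 s/cycle following a 10-cycle baseline. Cells cultured overnight before dye loading (30 min–1.5 h, RT).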
D1 agonist – human D1 receptor agonism; P21728; HEK293 T-REx D1 cells, calcium flux, agonist mode; activation, % at 2 µM; 1% of 360,000 active; further: 0% is about no effect
Target sequence (P21728 whole entry, looked up): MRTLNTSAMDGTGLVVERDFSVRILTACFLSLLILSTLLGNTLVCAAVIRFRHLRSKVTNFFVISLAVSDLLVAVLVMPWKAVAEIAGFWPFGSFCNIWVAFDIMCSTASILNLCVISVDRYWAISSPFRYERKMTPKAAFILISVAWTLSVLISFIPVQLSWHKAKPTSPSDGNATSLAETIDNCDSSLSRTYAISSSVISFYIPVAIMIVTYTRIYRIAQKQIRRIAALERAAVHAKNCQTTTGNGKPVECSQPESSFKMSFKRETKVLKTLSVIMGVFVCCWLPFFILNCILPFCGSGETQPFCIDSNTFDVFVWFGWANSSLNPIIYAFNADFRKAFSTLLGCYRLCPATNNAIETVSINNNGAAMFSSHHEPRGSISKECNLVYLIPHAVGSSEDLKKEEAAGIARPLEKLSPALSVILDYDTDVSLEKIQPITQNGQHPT
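Inducible HEK293 T-REx D1 cells, force-coupled to calcium signalling, were plated at 4000 cells/well with tetracycline and held overnight at 30 C. After no-wash calcium dye loading, compound-evoked calcium rise over 180 s flagged agonists.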
D1 PAM – potentiators of human D1 dopamine receptor; P21728; HEK293 TREx D1 cells, calcium flux, dopamine EC20 potentiation; potentiation, % at 10 µM; 0.036% of 360,000 active; in the data active means potentiation above about 30%; further: 0% is about no effect
D1 antagonist – blocks dopamine activation of the human D1 receptor. P21728. HEK293 TREx D1 cells, calcium flux, dopamine EC80; hits give low values. activity change, negative = inhibition, % at 10 µM. 3.2% of 360,000 active. AID 504652; in the data active means activity change below about -30%; further: on the % scale 0 is the no-effect control and ±100 the full control effect
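Inducible Hek293 Trex D1 cells (tetracycline, overnight, 30 C). Calcium dye 30–90 min RT. Antagonist mode: EC80 dopamine added after 180 s compound read.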
D2 potentiator – positively modulates the human D2 dopamine receptor allosterically; P14416; HEK293 T-REx D2, calcium flux, EC20 dopamine potentiation; potentiation, % at 10 µM; 0.34% of 340,000 active; AID 485347;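 active means potentiation over 3 SD above the plate norm, cut at about 30% in these data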; further: 0% is about no effect
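Tetracycline-induced HEK293 T-REx cells force-coupled to calcium signalling expressed D2; compounds were pin-added after a 10 s baseline, read kinetically 180 s, then an EC20 dopamine challenge followed with a further 180 s calcium read.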
D2 agonist – activates the human D2 dopamine receptor; P14416; HEK293 T-REx D2 cells, calcium flux agonist mode; activation, % at 2 µM; 0.53% of 340,000 active; AID 485358;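 active means activation over 3 SD above normal in the single-dose calcium agonist read, cut at about 30% in these data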; further: 0% is about no effect
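Tetracycline-induced HEK293 Trex cells with D2 receptor force-coupled to calcium signaling, plated overnight at 30 C and loaded with no-wash calcium dye. Calcium flux read kinetically for 180 s after compound addition; responses flag agonists.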
* marks the source's active call; other numbers are inactive results; . = no result given. Unless noted, no stated cut-off is given here; in the data, active means activation above about 30%; inactive means the rest.

(1) O=C(NNC(=O)C1CCN(S(=O)(=O)c2cccc(Cl)c2)CC1)C1CC1
(2) Nc1nn(-c2ccccc2)c(N)c1N=Nc1ccccc1
(3) COc1ccc(C(=O)N/N=C/c2c[nH]c3ccccc23)cc1
(4) CCCn1nnc(NC(=O)COc2ccc(CC)cc2)n1
(5) O=S(=O)(NCC(c1ccco1)N1CCN(c2ccccc2)CC1)c1ccccc1 (configuration not stated)
(6) COC(=O)c1nn(-c2ccc(OC)cc2)c(=O)cc1NN
(7) CC(OC(=O)c1ccc(OCC2CCCO2)cc1)C(=O)N(C)Cc1ccccc1 (configuration not stated)
(8) Cc1ccc(NC(=O)c2sc3nc(-c4ccncc4)ccc3c2N)cc1
assay / entry	1	2	3	4	5	6	7	8
TRHR PAM	-7	1	1	0	-3	-5	7	-6
TRHR ag	0.3	-0.6	-0.1	0.3	-0.2	0.0	-0.2	-0.5
D2 antag	2	1	-12	.	.	5	4	.
RXFP1 antag	8	.	-4	-2	-34	-4	-1	2
D1 PAM	-1	-2	-5	-5	0	0	-3	14
D1 antagonist	0	-9	-10	-11	.	7	17	-5
D2 potentiator	-9	4	2	.	-12	2	18	11
D2 agonist	-1.1	-0.2	0.0	.	.	-3.4	0.4	.
D1 agonist	2	0	3	0	-4	3	2	165*

(9) CCC(C)c1ccc(S(=O)(=O)N2CCN(C(C)C(=O)NC3CCCC3)CC2)cc1 (configuration not stated)
(10) COc1ccc(N2Cc3cccc(C(=O)Nc4ccc(C)c(C)c4)c3C2=O)cc1
(11) O=C(N/N=C/c1ccccc1C(=O)O)c1ccccc1Br
(12) CC(C)(C)C1CCC(=NNC(=O)c2cc(-c3ccccc3)n[nH]2)CC1 (configuration not stated)
(13) CCCCn1c(CCCNC(=O)CC)nc2ccccc21
(14) CNCCOc1ccc(Cl)c(Cl)c1
(15) COc1cc(CNC2CCCCCCC2)cc(Br)c1OCC#N
(16) O=C(NCc1ccco1)C1(S(=O)(=O)c2ccc(Cl)cc2)CC1
assay / entry	9	10	11	12	13	14	15	16
TRHR PAM	-9	0	10	-7	-17	1	-2	-2
TRHR ag	0.8	0.2	0.3	-0.3	-0.8	2.3	0.8	-0.1
D2 antag	17	.	9	11	-2	-29	22	-11
RXFP1 antag	-5	.	2	-14	4	6	2	7
D1 PAM	0	0	4	-2	-6	-4	-4	0
D1 antagonist	-3	6	-16	18	9	-10	-23	-6
D2 potentiator	4	15	13	-13	13	-28	-18	4
D2 agonist	1.2	0.2	-3.4	-0.3	-1.7	12	3.2	0.1
D1 agonist	16	1	4	1	4	14	28	1

Structures above printed as active in D1 agonist.
cpd | Molecule | TRHR PAM | TRHR ag | D2 antag | RXFP1 antag | D1 PAM | D1 antagonist | D2 potentiator | D1 agonist
8 | Cc1ccc(NC(=O)c2sc3nc(-c4ccncc4)ccc3c2N)cc1 | -6 | -0.5 | . | 2 | 14 | -5 | 11 | 165*

(listing goes on)
(17) O=C1NC(=O)/C(=C\c2ccc(Br)o2)S1
(18) O=C(NCCN1CCOCC1)c1ccc2c(c1)N(Cc1cccc(F)c1)C(=O)c1ccccc1S2
(19) CCO[C@H]1OC(C(=O)NC2CC2)=C[C@@H](c2coc3ccccc3c2=O)[C@@H]1CCCO
(20) COc1ccc2[nH]cc(CCN3C(=O)CCC3=O)c2c1
(21) Cc1c(N2C(=O)c3ccc(F)cc3C2=O)c(=O)n(-c2ccccc2)n1C
(22) CC(C)CN(C(=O)CCCc1nc2ccccc2c(=O)[nH]1)c1c(N)n(Cc2ccccc2)c(=O)[nH]c1=O
(23) O=c1oc2ccccc2cc1-c1csc(NN=C2CCCC2)n1
(24) O=C(Cc1cn2ccsc2n1)Nc1ccccc1Oc1ccccc1
assay / entry	17	18	19	20	21	22	23	24
TRHR PAM	-2	-2	-1	-1	7	1	16	-10
TRHR ag	0.1	1.2	0.2	0.0	0.5	-0.2	0.4	-0.5
D2 antag	10	-4	-1	11	.	-3	-9	8
RXFP1 antag	-9	-16	.	-5	3	-4	-2	-5
D1 PAM	-3	10	-1	-13	3	-1	-3	-1
D1 antagonist	11	20	2	3	-2	-12	5	0
D2 potentiator	-3	0	-8	1	.	3	0	1
D2 agonist	0.1	2.1	-0.5	-0.7	.	-0.9	0.1	-0.2
D1 agonist	5	5	0	0	-1	2	-2	0

(25) CCN(C(=O)Cn1c(C(=O)OC)cc2sccc21)c1cccc(C)c1
(26) COc1cc(OC)cc(C(=O)NCCNC(=O)c2ccccn2)c1
(27) CCCOC(=O)Cc1n[nH]c(=O)[nH]c1=O
(28) Cc1ccc(CCC(=O)Nc2ccc(C)c(C)c2)o1
(29) CCC(=O)NNc1ncnc2c1cnn2-c1ccc(C)c(Cl)c1
(30) COc1ccc([N+](=O)[O-])cc1-c1[nH]c(-c2ccc(C(=O)O)cc2)nc1-c1ccccc1
(31) O=C(CSc1ncn(-c2ccccc2)n1)c1cccs1
(32) O=C(OC1CCOC1=O)c1ccc(-c2nc3ccccc3s2)s1 (configuration not stated)
assay / entry	25	26	27	28	29	30	31	32
TRHR PAM	-9	6	3	1	0	-9	-4	0
TRHR ag	1.3	0.3	1.0	0.3	-0.2	0.5	0.9	0.0
D2 antag	.	10	-4	6	.	-9	-23	-15
RXFP1 antag	-11	-6	1	-14	-2	0	-6	-6
D1 PAM	1	-2	-4	8	-1	-2	-3	-3
D1 antagonist	11	-1	6	-8	-3	8	0	-22
D2 potentiator	-1	2	2	-20	-10	3	6	-1
D2 agonist	4.0	-0.9	0.2	0.7	0.4	1.3	0.4	0.0
D1 agonist	2	0	1	1	1	1	4	0

(33) CCOC(=O)N1CCc2c(sc3c2c(=O)n(-c2ccc(Cl)cc2)c(=O)n3CC(C)C)C1
(34) Nc1nc(Nc2ccc(Cl)cc2)nc(NCc2ccco2)c1[N+](=O)[O-]
(35) COc1ccc(N2CCN(C(=O)c3ccc(S(=O)(=O)N4CCCC4)cc3)CC2)cc1
(36) CCn1c(SCC(=O)N2CCCCC2)nc2c(c1=O)SCC2
(37) CS(=O)(=O)c1ccc(Cl)c(NC(=O)Cc2ccsc2)c1
(38) O=C(NCCCN1CCOCC1)c1ccc(N2CCOCC2)c([N+](=O)[O-])c1
(39) COc1ccc(NC(=O)c2oc3ccccc3c2NC(=O)COc2ccccc2OC)c(OC)c1
(40) COc1cccc(NC(=O)Cn2nc3c4ccccc4n(Cc4cccc(F)c4)cc-3c2=O)c1
assay / entry	33	34	35	36	37	38	39	40
TRHR PAM	3	11	3	-4	-6	15	-3	0
TRHR ag	-0.3	0.1	0.1	-0.2	-0.9	0.3	0.4	-0.8
D2 antag	.	6	-11	21	11	0	12	.
RXFP1 antag	-4	-9	-5	1	-1	-2	2	-26
D1 PAM	-3	3	-2	1	1	-1	-6	-3
D1 antagonist	5	12	7	16	3	13	-7	12
D2 potentiator	11	4	25	1	9	11	-5	1
D2 agonist	0.5	8.6	-0.7	1.2	-2.3	-0.1	0.3	-0.3
D1 agonist	3	1	1	2	2	5	1	2

Ordered by length of the SMILES (descending): part of the list above.
(40) COc1cccc(NC(=O)Cn2nc3c4ccccc4n(Cc4cccc(F)c4)cc-3c2=O)c1
(39) COc1ccc(NC(=O)c2oc3ccccc3c2NC(=O)COc2ccccc2OC)c(OC)c1
(36) CCn1c(SCC(=O)N2CCCCC2)nc2c(c1=O)SCC2
assay / entry	40	39	36
TRHR PAM	0	-3	-4
TRHR ag	-0.8	0.4	-0.2
D2 antag	.	12	21
RXFP1 antag	-26	2	1
D1 PAM	-3	-6	1
D1 antagonist	12	-7	16
D2 potentiator	1	-5	1
D2 agonist	-0.3	0.3	1.2
D1 agonist	2	1	2

(listing goes on)
(41) CC(=O)n1nc(-c2cccnc2)nc1N
(42) CCc1ccn2cc(-c3cc(-c4ccccc4)no3)nc2c1
(43) CCOC(=O)c1c(C)[nH]c(C(=O)COC(=O)C2CC2)c1C
(44) Cc1cccc2cc(CN(CCN(C)C)C(=S)NCc3ccco3)c(=O)[nH]c12
(45) COc1cccc(NS(=O)(=O)c2ccc3[nH]cc(C(=O)NC(C)c4ccccc4)c(=O)c3c2)c1 (configuration not stated)
(46) Cc1ccc(S(=O)(=O)/N=C2\C=C(Nc3cccc(C(=O)O)c3)C(=O)c3ccccc32)cc1
(47) Cc1cccc(N2N=C(C(=O)N3CC(=O)Nc4ccccc43)CCC2=O)c1
(48) CCC(CC)C(=O)OCC(=O)Nc1cccc(S(=O)(=O)N(C)c2ccccc2)c1
assay / entry	41	42	43	44	45	46	47	48
TRHR PAM	1	-6	1	10	2	0	1	3
TRHR ag	0.0	0.0	0.3	0.3	1.2	-0.4	-0.4	0.3
D2 antag	1	9	-9	-4	.	-3	-14	10
RXFP1 antag	7	-11	16	-2	-7	9	6	-2
D1 PAM	3	-1	5	-10	1	-7	-5	-8
D1 antagonist	-4	13	-9	6	10	7	2	-25
D2 potentiator	-8	2	-8	16	-7	0	2	-1
D2 agonist	-1.4	-0.9	-0.3	0.9	1.0	6.2	0.6	-2.1
D1 agonist	2	5	6	5	5	3	1	7

(49) CCCn1nc(C(=O)Oc2ccc3c(C)cc(=O)oc3c2)c2ccccc2c1=O
(50) CC1CCCN(S(=O)(=O)c2ccc(NC(=O)C3CC(=O)N(c4ccccc4)C3)cc2)C1 (configuration not stated)
(51) COCCOC(=O)C1=C(C)N(c2ccccc2)C(=O)NC1c1cccc([N+](=O)[O-])c1 (configuration not stated)
(52) Cn1c(=O)n(Cc2c(F)cccc2Cl)c(=O)c2c1nc1n2CCN1c1ccc(F)cc1
(53) COc1cccc(NC(=O)CSc2nnc3ccc(-c4ccncc4)nn23)c1
(54) Cc1onc(-c2c(Cl)cccc2Cl)c1C(=O)O/N=C(\C#N)c1c(Cl)cccc1Cl
(55) O=C(Nc1sc2c(c1C(=O)NC1CC1)CCCCCC2)c1ccco1
(56) O=C(c1ccc(F)cc1)c1cnc(Nc2ccccc2)s1
(57) O=C(Nc1ccc(F)c([N+](=O)[O-])c1)c1cccs1
(58) Cc1ccc(C)n1NC(=O)c1ccccc1Cl
(59) COc1cc(NC(=O)CSc2ncnc3sc4c(c23)CCC(C)C4)c(C(=O)O)cc1OC (configuration not stated)
assay / entry	49	50	51	52	53	54	55	56	57	58	59
TRHR PAM	-1	-16	50*	1	0	-6	9	-3	-2	-2	1
TRHR ag	0.3	-0.5	-1.1	-0.5	-0.6	-0.5	-0.1	0.8	-0.4	-0.2	-0.1
D2 antag	7	11	.	.	-15	-17	-14	-3	-8	-6	-21
RXFP1 antag	7	3	-6	-8	-12	2	17	-23	3	-10	-6
D1 PAM	-2	-7	-3	-3	-7	-1	-5	-3	2	-3	-9
D1 antagonist	1	4	-7	-4	-8	4	-4	-3	13	-10	-5
D2 potentiator	12	-9	6	11	7	-11	4	3	0	13	8
D2 agonist	0.1	0.3	.	-0.7	0.0	0.1	-1.8	0.1	-0.2	0.2	-0.6
D1 agonist	3	9	0	-1	4	4	1	4	16	3	2

Reprinted at random: two entries already listed, in no set order.
(56) O=C(c1ccc(F)cc1)c1cnc(Nc2ccccc2)s1
(53) COc1cccc(NC(=O)CSc2nnc3ccc(-c4ccncc4)nn23)c1
assay / entry	56	53
TRHR PAM	-3	0
TRHR ag	0.8	-0.6
D2 antag	-3	-15
RXFP1 antag	-23	-12
D1 PAM	-3	-7
D1 antagonist	-3	-8
D2 potentiator	3	7
D2 agonist	0.1	0.0
D1 agonist	4	4
